# C1s inh – human complement C1s inhibition | purified C1s, fluorogenic AMC substrate, pooled mixtures | P09871 | 62,000 compounds, 0.16% hits | mean inhibition % of two 10-compound mixtures (stronger effect = higher value), % at 5 µM (by protocol) | AID 538;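 active means inhibition above 20% in each of the two 10-compound mixture wells holding the compound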;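 further: 0% = enzyme wells lacking compound mixture and 100% = no-enzyme blank wells; some compounds called inactive have numbers as strong as hits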
# CatS inh – human cathepsin S inhibition | AID 501 | recombinant cathepsin S, AMC dipeptide fluorescence, pooled mixtures | 62,000 compounds, 0.06% hits | P25774 | inhibition, %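 (tested at 5 µM per compound within 10-compound mixtures)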; in the data active means inhibition above about 32%, passing the limit was not always enough;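 further: 0% = enzyme without compound and 100% = blank without enzyme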
# AP ELISA ortho – alternative pathway complement inhibition, orthogonal assay; Human serum alternative complement pathway, LPS-coated ELISA, C3 deposition; tested in compound mixtures; inhibition, % at 5 µM; 62,000 compounds, 0.08% hits;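 active means inhibition above 30% in each of the two pooled mixtures holding the compound, so the lower value exceeds 30%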;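 further: 0% = serum in Mg-EGTA without compound and 100% = EDTA serum blank; some compounds past the cut are filed as inactive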
#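 Assay system: human serum alternative complement pathway, C3 deposition on LPS-coated wells; Dosing: 5 µM per compound in ten-compound mixtures; Detection: Anti-C3 ELISA, OD 450 nm; Buffer or medium: Mg2+-EGTA GVB++ buffer containing human serum at 1:15 dilution; Timing: 1 h at 37 °C; Replication: two different pools per compound.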
# CatL block – inhibitors of human cathepsin L | P07711 | purified cathepsin L, fluorogenic substrate, fluorescence | inhibition, %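 (tested at 10 µM)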 | 58,000 compounds, 0.17% hits; in the data active means inhibition above about 45%;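 further: 0% = enzyme with no compound and 100% = no enzyme blank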
# CatB block – inhibitors of human cathepsin B. P07858. purified cathepsin B, fluorogenic substrate, fluorescence. inhibition, %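 (tested at 10 µM)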. 63,000 compounds, 0.1% hits. AID 453; in the data active means inhibition above about 21%;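 further: 0% = enzyme with no compound and 100% = no enzyme blank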
# CatB mixtures – human cathepsin B inhibition by mixtures; P07858; Purified cathepsin B, AMC dipeptide fluorescence, compound mixtures; inhibition, %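 (ten-compound pools at 5 µM per compound and 50 µM total)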; 62,000 compounds, 0.06% hits; AID 488; in the data active means inhibition above about 22%, passing the limit was not always enough;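 further: 0% = enzyme without compound and 100% = no enzyme blank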
# FXIa mix inh – factor XIa (human) inhibition, mixture screen; 62,000 compounds, 0.19% hits; inhibition, % at 5 µM; purified FXIa, fluorogenic substrate, pooled mixtures;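 further: each value is inhibition by a whole ten-compound pool holding the compound; 0% = enzyme with no mixture and 100% = wells lacking enzyme; strong numbers were not always called active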
# Target sequence (P03951 19-387 limits assumed): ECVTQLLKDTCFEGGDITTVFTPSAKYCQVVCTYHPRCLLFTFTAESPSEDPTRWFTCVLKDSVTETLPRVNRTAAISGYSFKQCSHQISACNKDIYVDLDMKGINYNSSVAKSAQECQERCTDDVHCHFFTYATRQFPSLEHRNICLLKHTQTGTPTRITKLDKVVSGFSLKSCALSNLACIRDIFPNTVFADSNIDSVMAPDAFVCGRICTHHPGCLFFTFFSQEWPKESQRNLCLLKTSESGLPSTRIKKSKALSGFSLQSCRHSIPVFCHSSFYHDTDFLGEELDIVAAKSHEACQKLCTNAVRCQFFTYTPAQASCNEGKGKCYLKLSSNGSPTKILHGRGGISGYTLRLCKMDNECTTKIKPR
# Target sequence (P03951 388-625 limits assumed): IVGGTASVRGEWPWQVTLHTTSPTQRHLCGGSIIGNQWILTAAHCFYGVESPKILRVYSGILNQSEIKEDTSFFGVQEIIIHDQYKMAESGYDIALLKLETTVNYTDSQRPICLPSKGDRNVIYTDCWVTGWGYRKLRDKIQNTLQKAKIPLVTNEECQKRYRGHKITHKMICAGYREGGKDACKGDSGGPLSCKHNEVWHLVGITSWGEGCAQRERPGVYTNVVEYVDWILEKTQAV
# CatG inh – blocks human cathepsin G enzyme activity; purified enzyme, AMC-tetrapeptide fluorescence, pooled mixtures; inhibition, % at 5 µM (by protocol); 62,000 compounds, 0.2% hits; AID 581;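 active means inhibition above 20% in each of the two mixture wells holding the compound; inactive means inhibition of 20% or less in either well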;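 further: 0% = enzyme control without mixture and 100% = blank lacking enzyme; strong numbers were not always called active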
# Target sequence (P08311 21-244 limits assumed): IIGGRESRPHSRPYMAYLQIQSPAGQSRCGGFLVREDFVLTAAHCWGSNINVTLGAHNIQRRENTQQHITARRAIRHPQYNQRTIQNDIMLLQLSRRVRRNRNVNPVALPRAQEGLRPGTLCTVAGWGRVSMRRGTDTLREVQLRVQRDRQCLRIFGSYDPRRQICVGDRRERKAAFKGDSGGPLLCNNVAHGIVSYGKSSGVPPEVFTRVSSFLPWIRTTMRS
# FXIIa mix inh – blocks human factor XIIa in pooled compound mixtures. inhibition, % at 5 µM. 62,000 compounds, 0.2% hits. AID 684. purified FXIIa, fluorogenic substrate. P00748;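 further: 0% = enzyme without compound and 100% = no enzyme blank; some results filed as inactive read as strong as hits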
# * = called active by the depositor; x = no result given. Unless noted, no stated cut-off is given here; in the data, active means inhibition above about 20% (passing the limit was not always enough); inactive means the rest.
SMILES,C1s inh,CatS inh,AP ELISA ortho,CatL block,CatB block,CatB mixtures,FXIa mix inh,CatG inh,FXIIa mix inh
O=C(CNCCO)NC12CC3CC(CC(C3)C1)C2,6,-5,17,-6,2,7,5,11,-12
Cc1c(C(=O)NCc2ccco2)sc2nc(-c3ccccc3)cn12,-14,24,6,x,4,6,6,-1,0
CCc1ccc(C(=O)NC2CCCCC2)s1,11,-5,21,-4,2,2,4,12,-4
Cc1ccc(-c2c(C)c(-c3ccc(F)cc3)nc(N)c2C#N)o1,-9,0,5,x,0,-3,-1,8,-17
COC(=O)c1ccc(OCc2nc(N)nc(N3CCOCC3)n2)cc1,0,-5,-2,x,-1,1,1,2,2
Cc1nc(SCC(=O)Nc2c(C)n(C)n(-c3ccccc3)c2=O)[nH]c(=O)c1Cc1ccccc1,-77,-8,15,0,1,-1,-2,-3,-14
CN1CCN(CCCNC(=O)c2cc3c(=O)n(C)c4ccccc4c3s2)CC1,-25,3,17,-31,-1,2,-5,2,-2
CCOC(=O)c1c(C)oc2cc(Br)c(O)c(Br)c12,14,11,8,15,4,2,2,8,1
CN1CCN(Cc2nc3c(c(=O)n(C)c(=O)n3C)n2CCCc2ccccc2)CC1,-22,12,-3,15,3,9,0,-10,16
CCOc1ccc2cc(S(=O)(=O)N3CCN(C)CC3)ccc2c1,1,-4,5,3,2,0,-5,6,3
COCCNC(=O)C1c2cc(OC)c(OC)cc2C(=O)N(C)C1c1cccnc1 (centres undefined),-2,4,-10,0,-3,-4,-1,1,11
NS(=O)(=O)c1ccc(NS(=O)(=O)c2cccs2)cc1,-4,7,-2,9,0,-3,5,-6,3
Cc1sc2ncnc(SCC(=O)N3CCN(C(=O)c4ccco4)CC3)c2c1C,15,11,5,-3,0,4,2,13,6
CC12C(=O)N(CCC(=O)O)C(=O)C1C1C=CC2C1 (centres undefined),-16,3,4,3,0,4,0,5,6
CCCN(S(=O)(=O)c1ccc(OCC)cc1)S(=O)(=O)c1cccs1,-79,-9,-19,-1,1,-9,-23,-22,-22

# A section of the results above, as a working copy:
SMILES,C1s inh,CatS inh,AP ELISA ortho,CatL block,CatB block,CatB mixtures,FXIa mix inh,CatG inh,FXIIa mix inh
CN1CCN(Cc2nc3c(c(=O)n(C)c(=O)n3C)n2CCCc2ccccc2)CC1,-22,12,-3,15,3,9,0,-10,16
CCOc1ccc2cc(S(=O)(=O)N3CCN(C)CC3)ccc2c1,1,-4,5,3,2,0,-5,6,3

# The list continues.
SMILES,C1s inh,CatS inh,AP ELISA ortho,CatL block,CatB block,CatB mixtures,FXIa mix inh,CatG inh,FXIIa mix inh
CC1(C)Cc2ccccc2-c2nnc(-c3ccc(O)cc3)n21,-30,8,-8,7,8,2,3,-2,13
O=C(CSc1nnc(CNC(=O)c2c(F)cccc2Cl)o1)NCc1ccc2c(c1)OCO2,0,-1,20,-10,-4,6,4,-1,4
COc1ccc(-n2ncc3c(=O)n(CC(=O)N4CCCc5ccccc54)cnc32)cc1,-58,2,-30,9,7,1,-11,-21,3
CCC(C)Nc1nc2c(c(=O)n(C)c(=O)n2C)n1Cc1ccc(Cl)cc1 (centres undefined),-15,18,15,15,11,9,15,-2,5
COc1ccc(-n2nnc3c(=O)n(CC(=O)N4CCC(Cc5ccccc5)CC4)cnc32)cc1,7,-3,21,x,0,8,9,8,16
CCOC(=O)C1=C(C)N=C2SC(C)C(=O)N2C1c1ccc(OC(C)=O)c(OCC)c1 (centres undefined),13,7,0,6,3,-4,5,14,7
Cc1ccc(NCc2nnc(SCC(=O)N(Cc3ccccc3)C(C)(C)C)o2)c(C)c1,-21,-4,13,1,-2,-7,-1,-2,12
COc1cc(C(c2sc3nc(C)nn3c2O)N2CC(C)OC(C)C2)cc(OC)c1OC (centres undefined),15,10,-1,2,1,3,11,11,0
COc1cccc(-c2nc(CS(=O)(=O)CC(=O)NCCCOC(C)C)c(C)o2)c1,0,-2,9,-7,-5,-4,1,-1,-20
CCN(CC)CCCNC(=O)c1cc(-c2ccc(O)cc2)on1,0,7,9,18,1,2,-13,6,2
CC(C)(C)NC(=O)C1CCC(C)(C(=O)O)C1(C)C (centres undefined),-5,5,7,13,-2,-2,4,10,-1
CCCC(NC(=O)c1ccccc1)c1nc2ccccc2n1Cc1ccc(C(=O)OC)o1 (centres undefined),6,-6,0,13,-1,2,7,5,4
CCC(Oc1ccccc1)C(=O)Nc1nnc(C)s1 (centres undefined),-2,-2,4,-3,0,-1,6,0,-22
CCOC(=O)c1ccccc1NC(=O)c1cc(S(=O)(=O)N2CCOCC2)ccc1F,-14,7,5,8,3,-1,-11,0,2
CCCCCc1c(C)nc(NCc2ccccc2)[nH]c1=O,13,15,5,4,2,5,6,11,4
COc1ccc(Br)cc1/C=c1\sc2nc(-c3ccco3)nn2c1=O,2,0,27,-1,2,4,-1,10,10
CCOc1ccc(-n2c(SCC)nc3c(c2=O)SCC3)cc1,35,-2,62,x,7,2,27,26,-17
C=C(C)COc1ccc2c(C)c(CC(=O)OC)c(=O)oc2c1C,-37,17,-3,x,7,10,2,-10,0
O=C(C1CCCN(Cc2ccccc2Br)C1)N1CCCCC1 (centres undefined),-2,-4,15,-10,-3,-4,5,3,0
O=C(CSc1nnnn1-c1cccc2ccccc12)N1CCOCC1,12,8,0,3,3,5,1,13,9
O=C(COc1ccccc1Cl)N1CCCC1,-8,8,-10,6,2,5,0,-13,8
CCCN1CCN(C(=O)CN2C(=O)CC(C)(C)S(=O)(=O)c3ccccc32)CC1,-38,14,7,7,9,6,6,-3,0
O=C(CN1C2CCC1CC(NC(=O)C1CC1)C2)NCc1ccccc1 (centres undefined),8,-11,9,8,0,2,5,8,4
O=C(c1nc2ncccn2n1)N1CCN(c2ccccc2)CC1,4,4,3,-5,-1,5,9,2,3
CS(=O)(=O)N(CC(=O)NCCSc1ccc(Cl)cc1)c1ccc2c(c1)OCO2,-25,8,-5,-3,5,2,-4,-6,-1
Nc1cc(N)nc(SCc2cccnc2)n1,10,-12,-4,-16,2,2,8,10,12
Cc1c(N=Cc2nc3ccccc3n2C)c(=O)n(-c2ccccc2)n1C,3,2,7,0,x,4,8,1,-17
O=C(c1ccccc1F)N1CCC(O)(c2cccnc2)CC1,16,6,-10,6,1,3,11,13,-1
COC(=O)c1cc(-c2c(C)oc3cc(OC(C)C)ccc3c2=O)c(C)o1,-32,1,3,10,1,-6,-14,-4,10
Cc1ccc(S(=O)(=O)CCC(=O)OCC(=O)Nc2cc(C)on2)cc1,16,-4,2,4,0,-2,3,-1,6
COC(=O)c1cc(NC(=O)CC2SCCNC2=O)cc(C(=O)OC)c1 (centres undefined),-24,1,9,x,2,-6,-1,8,2
CCCC(=O)NC(Nc1ccc(S(=O)(=O)Nc2cc(C)on2)cc1)(C(=O)OCC)C(F)(F)F (centres undefined),3,-6,28,-14,-5,5,6,1,0
Cc1nnc(SC(C)C(=O)NCC2CCCO2)n1-c1ccccc1 (centres undefined),-9,-2,18,3,-2,1,16,2,-6
Cc1ccc(S(=O)(=O)NC(CN2CCOCC2)=NCCNS(=O)(=O)c2ccccc2)cc1,-2,2,-1,16,6,1,-2,5,11
COc1ccc(-c2nnc(-c3ccc(N)cc3)o2)cc1,18,-5,7,-26,-2,4,-6,1,0
O=C(CC1Nc2ccccc2NC1=O)NC1CCCCC1 (centres undefined),6,4,6,25,-2,0,-1,1,3
COC(=O)c1ccccc1NC(=O)c1ccccc1OC,11,-4,11,0,1,0,6,9,18
CCN(CC(=O)Nc1ccc2c(c1)OCCO2)CC(=O)Nc1cc(C)on1,16,4,25,-3,4,5,2,12,7
CCOC(=O)N1CCC(NC(=O)CN2C(=O)CSc3nc(C)cc(C)c32)CC1,16,5,23,1,5,7,4,10,7
N#CCCN(C(=O)CSc1ccc2c(c1)OCCO2)c1ccccc1,12,-11,10,21,2,3,3,10,-25
COc1ccc(S(=O)(=O)N(C)CC(=O)N2CCCCCC2)cc1OC,-29,-7,16,-7,1,3,-1,8,-9
CN1CCN(Cc2c(C#N)c3ccccc3n2C)CC1,13,-3,23,-11,0,2,4,9,10
Cc1cc(C(=O)COC(=O)CCCN2C(=O)c3ccccc3C2=O)c(C)n1C,4,3,23,5,-4,8,9,1,12
CC1(C)CC(=O)c2sc(N)nc2C1,0,20,2,-11,-1,7,9,3,5
O=C(c1ccc(Br)o1)N1CCN(c2ccc3nnc(-c4ccccc4)n3n2)CC1,-33,13,14,9,6,5,-3,-11,1

# Look-ups from the entries so far:
# Under FXIa mix inh, Cc1nnc(SC(C)C(=O)NCC2CCCO2)n1-c1ccccc1 (centres undefined) has the entry 16
# Under AP ELISA ortho, COC(=O)c1cc(NC(=O)CC2SCCNC2=O)cc(C(=O)OC)c1 (centres undefined) has the entry 9
# Under AP ELISA ortho, Cc1ccc(S(=O)(=O)NC(CN2CCOCC2)=NCCNS(=O)(=O)c2ccccc2)cc1 has the entry -1
# Under CatL block, COc1ccc(S(=O)(=O)N(C)CC(=O)N2CCCCCC2)cc1OC has the entry -7

# (further entries)
SMILES,C1s inh,CatS inh,AP ELISA ortho,CatL block,CatB block,CatB mixtures,FXIa mix inh,CatG inh,FXIIa mix inh
O=c1oc2cc(O)ccc2c2oc3cc(O)ccc3c12,-27,4,6,-134,-3,3,-8,1,-3
CC(C)OCCCNC(=O)CNC(=O)c1cccs1,-24,15,2,3,4,-1,6,25,12
c1ccc(-c2cc(-c3nn4c(-c5ccco5)nnc4s3)c3ccccc3n2)cc1,-13,3,6,1,-2,-1,8,4,1
CCN(CC)CCCNc1oc(-c2ccc(OC)c(OC)c2)nc1C#N,-14,5,8,-64,-2,-3,9,-1,-20
Cc1ccc(O)c(CC(C)C)n1,12,9,28,-4,3,4,5,9,11

# Given field by field: three of the compounds above.
O=C(CNCCO)NC12CC3CC(CC(C3)C1)C2
  C1s inh: 6	CatS inh: -5	AP ELISA ortho: 17	CatL block: -6	CatB block: 2	CatB mixtures: 7	FXIa mix inh: 5	CatG inh: 11	FXIIa mix inh: -12
Cc1cc(C(=O)COC(=O)CCCN2C(=O)c3ccccc3C2=O)c(C)n1C
  C1s inh: 4	CatS inh: 3	AP ELISA ortho: 23	CatL block: 5	CatB block: -4	CatB mixtures: 8	FXIa mix inh: 9	CatG inh: 1	FXIIa mix inh: 12
CCN(CC(=O)Nc1ccc2c(c1)OCCO2)CC(=O)Nc1cc(C)on1
  C1s inh: 16	CatS inh: 4	AP ELISA ortho: 25	CatL block: -3	CatB block: 4	CatB mixtures: 5	FXIa mix inh: 2	CatG inh: 12	FXIIa mix inh: 7

# Assay outcomes deposited in PubChem BioAssay by PCMD.

# This is a subset; the hit share may differ from the screen's.
